Bioassay records as filed in PubChem BioAssay.
DT40 TDP1 no CPT – qHTS for Inhibitors of human tyrosyl-DNA phosphodiesterase 1 (TDP1): qHTS in cells in absence of CPT | DT40 Tdp1-/- hTDP1 cells, no CPT, ATP luminescence, 48 h | Potency, µM (titrated, usually from 46.2 µM), without a hit: at the top dose activity change, negative = growth inhibition, hits mostly inhibitors | actives 15% (n = 420,000) | AID 686978, 2013; further: nearly all actives have a fitted effect of over 55% in size
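Stably hTDP1-transfected Tdp1-null chicken DT40 cells were treated with library compounds minus camptothecin and grown for at least 48 hr at 37 °C, after which cellular ATP was quantified by luminescence.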
N370S GC – qHTS Assay for Inhibitors and Activators of N370S glucocerebrosidase as a Potential Chaperone Treatment of Gaucher Disease; Lysosomal acid glucosylceramidase (Homo sapiens), P04062; N370S GC spleen homogenate, 4MU-glucoside fluorescence; Potency, µM (doses to about 59.4 µM), for the others: at the top dose activity change, negative = inhibition, most hits filed as inhibitors; actives 0.092% (n = 330,000); AID 2101, 2009;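 further: 0% = full enzyme activity and -100% = no enzyme basal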
TDP1 inh – qHTS Assay for Inhibitors of Tyrosyl-DNA Phosphodiesterase (TDP1). recombinant TDP1, AlphaScreen DNA substrate cleavage. Potency, µM (titrated, usually from 130 µM), for the others: at the highest dose activity change, negative = inhibition, most hits filed as inhibitors. actives 0.28% (n = 350,000). AID 485290, 2010; further: nearly all actives have a fitted effect of over 40% in size
Target sequence (Q9NUW8 whole entry, looked up): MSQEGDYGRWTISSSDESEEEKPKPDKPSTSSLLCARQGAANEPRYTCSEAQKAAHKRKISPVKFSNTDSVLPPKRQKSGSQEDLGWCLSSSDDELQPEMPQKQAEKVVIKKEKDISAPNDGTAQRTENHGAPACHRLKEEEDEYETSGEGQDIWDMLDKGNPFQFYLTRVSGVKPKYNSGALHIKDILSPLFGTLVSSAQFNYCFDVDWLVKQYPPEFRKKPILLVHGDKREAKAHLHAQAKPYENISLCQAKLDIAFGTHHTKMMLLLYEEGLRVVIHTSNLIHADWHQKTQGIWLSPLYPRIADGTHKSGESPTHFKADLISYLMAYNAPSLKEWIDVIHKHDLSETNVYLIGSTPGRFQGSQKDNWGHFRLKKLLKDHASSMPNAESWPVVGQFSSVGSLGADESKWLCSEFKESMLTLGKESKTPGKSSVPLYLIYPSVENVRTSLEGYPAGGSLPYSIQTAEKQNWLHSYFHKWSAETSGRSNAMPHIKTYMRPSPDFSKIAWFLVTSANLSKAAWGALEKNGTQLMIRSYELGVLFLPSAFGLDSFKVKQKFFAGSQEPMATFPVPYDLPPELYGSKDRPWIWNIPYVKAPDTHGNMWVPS
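Recombinant E. coli-expressed Tdp1 (1 nM) preincubated with compound 15 min at RT, then 5'-biotin/3'-phosphotyrosine-FITC DNA substrate (15 nM) added for 5 min. AlphaScreen beads (10 ug/ml) added, 10 min RT; tyrosine-FITC cleavage read as signal loss.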
An asterisk follows results filed as active; ? = inconclusive; / = not tested or not shown; & = joins results of further samples; [ ] = another dose, or the depositor's remark. The call rests on the fitted dose curve; in most records, active means well fitted curve in the direction sought with a large enough effect; inconclusive means small, poorly fitted or top-dose-only effect, or another doubt; inactive means no such curve, though single readings can be large; an effect the other way counts as inactive or inconclusive. Unless noted, on the % scale 0 is the no-effect control and ±100 the full control effect; potency means the concentration at half of the fitted maximal effect. Some of the compounds tested; rates above refer to the full screens.

mol	DT40 TDP1 no CPT	N370S GC	TDP1 inh
O=C(c1c[nH]c(C(=O)C(Cl)(Cl)Cl)c1)c1ccccc1F	?	10%	/
Cc1cc(C(=O)OCC(=O)c2c(N)n(C)c(=O)n(C)c2=O)c(C)o1	-4%	1%	3%
COc1cccc(NC(=O)CCNS(=O)(=O)c2cccc3nsnc23)c1	-10%	-4%	0%
CCOC(=O)c1cn2cccnc2n1	-25%	2%	2%
O=C(Cc1n[nH]c(=O)c2ccccc12)N1CCN(c2ccc(F)cc2)CC1	?	-2%	2%
Cc1ccc(C)c(NC(=O)NCc2ccccn2)c1	9%	0%	2%[56.1 µM]
CC1CC(C)CN(CC(=O)NNC(=O)COc2ccc(Cl)cc2)C1 (configuration not stated)	-4%	/	-1%
COc1ccc(-c2nc(CSCC(=O)N3CCc4ccccc4C3)c(C)o2)cc1OC	21µM*	2%	5%
O=C(c1ccco1)N1CCN(C(=O)c2cc3ccccc3oc2=O)CC1	10%	-3%	1%
COc1ccc(NC(=O)Cn2c(=O)n(Cc3nc(-c4ccccc4)no3)c(=O)c3ccccc32)cc1Cl	?	/	8%
Cc1ccc2nc3c(cc2c1)c(NC(=O)c1ccco1)nn3CC(C)C	?	2%	4%
CCOC(=O)c1cc2ccccc2n1CCN(CC)CC	-13%	-16%	8%
O=C(OCn1nnc2ccccc2c1=O)C1=COCCO1	-8%	-7%	2%
COc1ccc(NC(=O)C2CCCN2C(=O)OC(C)(C)C)cc1 (configuration not stated)	-4%	12%	5%
O=S(=O)(c1cccc(F)c1)N1CCCN(c2ccc(C(F)(F)F)cn2)CC1	-4%	13%	1%

New compounds follow
mol	DT40 TDP1 no CPT	N370S GC	TDP1 inh
CCOC(=O)c1c(-c2ccc(OC)c(OC)c2)csc1NC(=O)c1ccc(C)cc1	-18%	/	2%
N#CCSc1nccc(-c2cc(Cl)sc2Cl)n1	-21%	11%	2%
CCN(CC(=O)Nc1ccc(NC(C)=O)cc1)C(=O)C1(c2ccccc2)CC1	3%	/	1%
CCCCN(C)C(=O)c1sc2ncn(CC)c(=O)c2c1C	1%	2%	0%
COC(=O)c1cc(S(=O)(=O)NCC2CCN(Cc3cc(C)ccc3C)CC2)cn1C	-21%	0%	0%
Cc1ccc(-n2nnnc2-c2cnc(-c3cccnc3)nc2C(F)(F)F)cc1	5.8µM*	15%	5%
COCCNC(=S)N1CCN(c2nc(-c3ccccc3)cs2)CC1	18µM*	-12%	/
O=C(Cn1nc2n(c1=O)-c1ccccc1SC2)N/N=C/c1ccncc1	-13%	1%	/
COc1ccc(-c2cc3c(=O)n(CC(=O)NCCCc4ccccc4)ncn3n2)cc1	0%	5%	/
O=C(c1ccccc1Br)N1CCn2c1nc1ccccc12	1%	-11%	-6%
O=C(CSc1nc2ccccc2c(=O)n1Cc1ccco1)NCCN1C(=O)CSC1=O	-14%	-4%	6%
CCOC(=O)c1ccccc1NC(=O)c1sc2ncn(CC)c(=O)c2c1C	-16%	/	5%[2.28 µM]
COC(=O)c1cc(OCC(=O)Nc2ccc3c(c2)CCC3)cc(C(=O)OC)c1	-12%	/	1%
CC(=NCCCNC1CCCCC1)C1=C(O)CC(C)(C)CC1=O	-6%	-3%	-2%
COc1ccccc1-n1c(CNC(=O)COc2ccccc2)n[nH]c1=S	-2%	-19%	0%

Complete entries as entered above:
Profile of CCCCN(C)C(=O)c1sc2ncn(CC)c(=O)c2c1C : DT40 TDP1 no CPT = 1%; N370S GC = 2%; TDP1 inh = 0%
Profile of CCOC(=O)c1c(-c2ccc(OC)c(OC)c2)csc1NC(=O)c1ccc(C)cc1 : DT40 TDP1 no CPT = -18%; N370S GC = /; TDP1 inh = 2%
Profile of CCN(CC(=O)Nc1ccc(NC(C)=O)cc1)C(=O)C1(c2ccccc2)CC1 : DT40 TDP1 no CPT = 3%; N370S GC = /; TDP1 inh = 1%

The list goes on:
mol	DT40 TDP1 no CPT	N370S GC	TDP1 inh
CC(=O)N(C(C)=O)c1nc2nc(C)cc(C)n2n1	4%	10%	-7%
COc1ccc(N2CCN(S(=O)(=O)c3cc4c5c(c3)C(C)C(=O)N5CCC4)CC2)cc1 (configuration not stated)	-23%	-8%	/
C=CCN(c1ccccc1OC)S(=O)(=O)c1cccc(C(=O)NCc2cccs2)c1	18µM*	2%	-3%
COc1ccc(NC(=O)c2oc3ccccc3c2CSC)cc1S(=O)(=O)N1CCOCC1	-3%	/	-1%
O=C(NCc1ccccc1C(F)(F)F)C1CC(c2cccc(F)c2)=NO1 (configuration not stated)	2%	5%	4%
S=C(Nc1ccc2[nH]ccc2c1)NC1CCCCC1	-11%	7%	5%
COc1ccc(CCN(C)CCCC(C#N)(c2cc(OC)c(OC)c(OC)c2)C(C)C)cc1OC (configuration not stated)	21µM*	-27%&-5%&-8%&-17%	-3%
CCn1nc(NS(=O)(=O)c2ccccc2)c2cc3cccc(C)c3nc21	0%	21%	0%
COc1cccc(C(=O)COc2ccc(NC(=O)c3ccccc3)cc2)c1	?	0%	2%
Cc1ccc(CCNS(=O)(=O)c2ccc(C)cc2)cc1	-18%	0%	6%
O=C(CSc1nnc(NC(=O)c2c(F)cccc2F)s1)NC1CC1	-3%	-2%	9%
C/C(Cn1nnc([N+](=O)[O-])n1)=N\NC(=O)c1cccc(Cl)c1	?	2%	3%
N#C/C(=C\c1ccc(-c2nc3ccccc3s2)o1)C(N)=O	18µM*	-3%	0%
CCOc1c(Br)cc(C(=O)NCCCn2ccnc2)cc1OC	16%	-16%	/
CC(=O)c1cccc(NC(=S)NC(=O)c2cccc(C)c2)c1	-31%	6%	6%

(next part)
mol	DT40 TDP1 no CPT	N370S GC	TDP1 inh
Nc1ccc2nn(-c3ccc(F)cc3)nc2c1	?	?	2%
COc1ccccc1CN1CC[C@@]2(CCCN(C(=O)c3ccncc3)C2)C1	-20%	1%	/
CCCC(=O)N1CCN(c2ccc(NC(=O)c3cccs3)cc2Cl)CC1	-16%	-23%	-4%
COc1cc2c(cc1OC)CN(Cc1ccc(C)s1)CC2	?	2%	-4%
O=C1c2oc3ccc(Br)cc3c(=O)c2C(c2cccc(F)c2)N1CCO (configuration not stated)	?	-9%	1%
CCOC(=O)C1CCN(C(=O)CSc2n[nH]c(-c3ccccc3Cl)n2)CC1	?	/	5%
Cc1nc2c(-c3ccccc3)c(C)nn2c(C)c1CCC(=O)N1CCOCC1	-19%	4%	-2%
Cc1nc2sc(C#N)c(N)c2c2c1CCCC2	?	15%	-6%
COc1ccc(OC)c(NS(=O)(=O)c2ccc(-n3cccn3)cc2)c1	10µM*	/	0%
O=C1OC(C(=O)Nc2ccccc2)Cc2ccccc21 (configuration not stated)	-14%	-14%	4%
CCOCCCNC(=O)c1ccc2c(c1)NC(=O)C(CS(=O)(=O)Cc1ccc(F)cc1Cl)N2 (configuration not stated)	-6%	/	5%
COc1cccc(CSc2nc3cc(C(=O)NC4CCCC4)ccc3c(=O)n2Cc2ccccc2)c1	?	/	2%
Cn1c(SCCN2CCOCC2)nc2sc3c(c2c1=O)CCCC3	-25%	-2%	6%
CCn1nc(C(=O)Nc2ccccc2C)c(Cl)c1Cl	?	4%	-6%
O=C(O)CCC(=O)O	0%	3%	8%

The list continues.
mol	DT40 TDP1 no CPT	N370S GC	TDP1 inh
O=C(NCc1ccccn1)C12CC3CC(CC(C3)C1)C2	?	8%	-1%
O=C(OCCCCN1C(=O)c2ccccc2C1=O)c1n[nH]c2ccccc12	?	10%	6%
S=c1[nH]ccn1Cc1ccccc1	-14%	8%	3%
COC(=O)c1c(C)nn(-c2ccc(F)cc2)c1-n1cccc1	?	/	8%
CC1=NN(c2ccccc2)C(=O)C1N=Nc1cccc(O)c1 (configuration not stated)	16µM*	-8%	7%
COc1ccc(CCC(=O)Nc2ncc(C)s2)cc1	-13%	1%	/
O=C(NCc1nnc(SCC(=O)N2CCCCCC2)o1)c1ccco1	1%	2%	2%
CC(C)CC(CSc1ccc(Br)cc1)N1CCN(CC(C)C)CCC1=O (configuration not stated)	/	-15%	6%
COc1ccccc1Nc1nnc(SCC(=O)c2c(N)n(C3CC3)c(=O)[nH]c2=O)s1	0%	/	-3%
COC(=O)[C@@]12CCCN1[C@H](c1ccc(-c3ccccc3)cc1)[C@H]1C(=O)N(C)C(=O)[C@H]12	?	-12%	3%
Cc1ccc2c(c1)N(C(=O)CCC(=O)NCc1ccccc1)CC(C)O2 (configuration not stated)	-6%	-20%	/
COc1ccccc1NC(=O)COC(=O)Cn1cnc2c1c(=O)n(C)c(=O)n2C	-11%	/	1%
NC(=O)c1ccccc1NC(=O)Nc1cccc(Cl)c1Cl	9.2µM*	-1%	2%
CCOc1ccccc1NC(=O)Cn1c(=O)n(-c2ccc(F)cc2)c(=O)c2c3c(sc21)CN(C(C)=O)CC3	7%	/	2%
O=C(Cn1ncn2c(cc3sccc32)c1=O)NCCc1ccccc1	-17%	/	-4%

Further results follow:
mol	DT40 TDP1 no CPT	N370S GC	TDP1 inh
O=C(COc1coc(CN2CCN(c3ccc(F)cc3)CC2)cc1=O)Nc1ccccc1	-22%	-3%	2%
COc1ccc(S(=O)(=O)Nc2ccccc2C(=O)OC2CCCN(C)C2)cc1OC (configuration not stated)	-13%	-5%	4%
COc1ccc(C2C(C(C)=O)=C(O)C(=O)N2c2ccc(Br)cn2)cc1 (configuration not stated)	-16%	-3%	-5%
CCOC(=O)c1cc2c(C)n(-c3ccc(OCC)cc3)c(C)c2ccc1=O	15µM*	-8%	10%
CCOC(=O)c1c(NC(=O)CSc2nnc(-c3c[nH]c4ccccc34)n2C)sc2c1CCCC2	?	?	8%
CN1CCN(Cc2c(C#N)c3ccccc3n2C)CC1	-25%	?	-2%
O=C(NCc1ccco1)c1ccc2c(c1)N(Cc1ccc(F)cc1)C(=O)c1ccccc1S2(=O)=O	15µM*	/	2%
Cc1ccccc1NC(=O)CSc1n[nH]c(-c2ccccn2)n1	?	0%	4%
COc1ccc(N2CCN(C(=O)CSc3nnc(NC(=O)C4CCC4)s3)CC2)cc1	?	7%	5%
CC(C)OCCCN1C(=O)c2[nH]nc(-c3ccccc3O)c2C1c1cccc(Cl)c1 (configuration not stated)	23µM*	-14%	5%
Cn1c2ccccc2c2nn(-c3ccccc3)c(=O)cc21	-8%	12%	4%
COc1ccc(C(=O)N(Cc2ccc(C(C)C)cc2)C2CCS(=O)(=O)C2)cc1 (configuration not stated)	15µM*	/	1%
CC(=O)c1ccc(NC(=O)c2cc(-c3cccs3)on2)cc1	-22%	1%	0%
Cc1ccc(N2CC(C(=O)N3CCN(Cc4ccc5c(c4)OCO5)CC3)CC2=O)cc1 (configuration not stated)	?	0%	13%
Cc1cccc(N2CCN(C(=O)Cn3ncc4c([nH]c5ccccc54)c3=O)CC2C)c1 (configuration not stated)	15µM*	/	-2%

Additional entries:
mol	DT40 TDP1 no CPT	N370S GC	TDP1 inh
CC(c1ccccc1)N1CCN(C(=O)CCl)CC1 (configuration not stated)	18µM*	4%	7%
N#CCCn1cc(C(=O)N2CCCCC2)c(-c2ccc([N+](=O)[O-])cc2)n1	-18%	-2%	0%
O=C(OCc1cccc(C(F)(F)F)c1)c1ccc[nH]c1=O	0%	-1%	9%
CCOc1ccc(C(=O)NC(C)C2COc3ccccc3O2)cc1 (configuration not stated)	?	-8%	-7%
Cc1ccc(-c2nc(CS(=O)(=O)CC(=O)NCc3ccc4c(c3)OCO4)c(C)o2)cc1	?	-7%	3%
CC(=O)N1CCN(c2ccc(NS(=O)(=O)c3ccc(C)cc3)cc2)CC1	6%	2%	10%
CCCn1nc(C(=O)Nc2ccc3c(c2)OCO3)c2ccccc2c1=O	?	/	1%
O=C(NCc1ccc2c(c1)OCO2)c1ccccc1	-9%	0%	3%
CS(=O)(=O)Nc1ccccc1C(=O)N1CCCC1	1%	0%	4%
Cc1cc(C)nc(SCc2ccc(C(=O)N/N=C/c3ccco3)cc2)n1	-14%	-6%	5%
CCOc1ccc(S(=O)(=O)N(C)c2ccc(OCC(=O)N3CCOCC3)cc2)cc1	-14%	-4%	-1%
CC(=O)C1=NOC2C(=O)N(c3ccccc3)C(=O)C12 (configuration not stated)	-6%	-1%	/
COC(=O)c1ccc(N/C(=N/S(=O)(=O)c2ccccc2)c2ccccc2)cc1	-22%	9%	3%
COc1ccc(Br)cc1/C=C(\C(=O)O)c1ccc(S(=O)(=O)N2CCCCC2)s1	6%	/	0%[56.1 µM]
